Screens from PubChem BioAssay.
HEK293 tox – cytotoxicity counter-screen for GLP-1 receptor inverse agonists | HEK293 cAMP-luciferase reporter cells, luminescence, 24 h | Potency, µM (highest dose often 38.3 µM), for the others: at the highest dose activity change, negative = inhibition, actives largely listed as inhibitors | 0.13% of 410,000 active | AID 624418;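 note: loss of luciferase light is scored as toxicity; potency is the fitted concentration of half-maximal effect; % is set by controls: 0 for no effect and ±100 for the full control effect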
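Compound-treated cells are incubated 24 hr at 37 deg C under 5% CO2 after a 12 hour attachment period, then luciferase detection reagent is added and luminescence is measured following 12 min at room temperature; lowered signal indicates toxicity.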
Abeta rescue – A-beta toxicity reversal in yeast. yeast expressing A-beta42, growth rescue, OD600, 48 h; response scale: 0% DMSO, 100% iron-clioquinol control. Potency, µM (top dose mostly 46.1 µM), inactives show top-dose growth rescue, usual class: activators. 0.063% of 410,000 active. AID 1347071; note: potency is the fitted concentration of half-maximal effect; nearly all actives have a fitted effect of over 55% in size
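Growth rescue measured by 600 nm absorbance after 48 h yeast culture at 30 C with compound. Values normalized between DMSO and an equimolar ferric chloride plus clioquinol control.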
GLP-1R inv ag – acts as inverse agonist at human GLP-1 receptor; AID 624417; Potency, µM (series often up to 38.3 µM), for inactives: at the highest dose activity change, negative = inhibition, usual class: inhibitors; 1.6% of 410,000 active; HEK293 GLP-1R CRE-luciferase, luminescence, 24 h; GLP-1R form is constitutively active; P43220; note: potency is the fitted concentration of half-maximal effect; % is set by controls: 0 for no effect and ±100 for the full control effect; nearly all actives have a fitted effect of over 55% in size
Target sequence (P43220 whole entry, looked up): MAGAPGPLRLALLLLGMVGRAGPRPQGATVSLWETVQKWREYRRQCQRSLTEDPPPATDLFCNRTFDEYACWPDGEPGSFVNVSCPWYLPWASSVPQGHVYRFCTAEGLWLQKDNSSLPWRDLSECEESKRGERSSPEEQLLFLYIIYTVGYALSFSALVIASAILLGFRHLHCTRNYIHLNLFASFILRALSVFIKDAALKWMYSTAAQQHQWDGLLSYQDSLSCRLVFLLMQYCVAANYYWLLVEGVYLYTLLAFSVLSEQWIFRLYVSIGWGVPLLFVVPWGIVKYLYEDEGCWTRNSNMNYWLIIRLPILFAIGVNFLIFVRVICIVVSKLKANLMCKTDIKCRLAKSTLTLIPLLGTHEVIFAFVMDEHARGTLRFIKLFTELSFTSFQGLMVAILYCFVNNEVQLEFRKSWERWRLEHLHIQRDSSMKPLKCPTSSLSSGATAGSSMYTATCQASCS
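Readout was luciferase luminescence, measured 12 min after detection reagent at room temperature. Beforehand, GLP-1R reporter HEK293 cells had sat 12 h, then received compounds for 24 hr at 37 deg C.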
MmCpn inh – inhibitors of Methanococcus maripaludis chaperonin (MmCpn) | purified Mm-Cpn ATPase, ADP Transcreener TR-FRET | Potency, µM (titrated, usually from 76.9 µM), for the others: at the highest dose activity, negative = inhibition, actives largely listed as inhibitors | 0.031% of 330,000 active | AID 504842; note: potency is the fitted concentration of half-maximal effect; % is set by controls: 0 for no effect and ±100 for the full control effect; nearly all actives have a fitted effect of over 80% in size
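Purified archaeal chaperonin (25 nM final) was preincubated with compound for 10 min at 37°C, then ATP (10 uM final) was added for 30 min at 37°C in Tris pH 7.4/KCl/MgCl2/DTT buffer. ADP was quantified by HTRF Transcreener TR-FRET.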
FUS suppressor – rescues growth of FUS-expressing yeast; 0.24% of 390,000 active; Potency, µM (highest dose often 76.6 µM), without a hit: top-dose growth rescue (activation), actives largely listed as activators; S. cerevisiae FUS-expressing, growth rescue, OD600, 24 h;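 note: potency is the fitted concentration of half-maximal effect; plate controls were DMSO vehicle for no effect and reference control for full effect; nearly all actives have a fitted effect of over 55% in size; some results filed as inactive show a strong effect at the top dose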
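S. cerevisiae expressing FUS from galactose induction served as the toxicity model. Growth after 24hr at 30C, read as absorbance at 600 nm, indicates suppression of toxicity; compounds dosed at several concentrations.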
TDP-43 yeast inh – TDP-43 toxicity inhibition in yeast. 1.8% of 410,000 active. Potency, µM (titrated, usually from 46.1 µM), without a hit: at the highest dose growth rescue (activation), most hits filed as activators. TDP-43 expressing yeast growth rescue, BacTiter-Glo, 24 h. AID 652104; note: potency is the fitted concentration of half-maximal effect; % of control where 0% means no effect; nearly all actives have a fitted effect of over 50% in size
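Growth rescue of TDP-43-toxic yeast measured as ATP luminescence (BacTiter-Glo). Cells grown to mid-log in raffinose, induced in galactose at OD600=0.02, exposed to compound 24 hr at 30 deg C.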
aSyn rescue – alpha-synuclein toxicity inhibition in yeast; Potency, µM (titrated, usually from 46.1 µM), inactives show at the highest dose growth rescue (activation), usual class: activators; AID 652106; 0.14% of 370,000 active; Yeast expressing alpha-synuclein, growth rescue, BacTiter-Glo, 24 h; note: potency is the fitted concentration of half-maximal effect; % of control where 0% means no effect; nearly all actives have a fitted effect of over 65% in size
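Readout is rescue of growth in alpha-synuclein-expressing yeast, so inhibitors of toxicity appear as activators. Growth after 24 hr at 30 deg C in galactose medium is quantified by luminescence.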
PTHR1 agonist – PTHR1 (human) receptor agonism. Q03431. HEK293 GP2 PTHR1 cells, GloSensor cAMP luminescence, 1 h. Potency, µM (top dose mostly 115 µM), for inactives: top-dose activation, most hits filed as activators. 0.075% of 410,000 active. AID 743266; note: potency is the fitted concentration of half-maximal effect; nearly all actives have a fitted effect of over 55% in size; some results filed as inactive show a strong effect at the top dose; inactives centre near -15; many of its hits are not listed in these tables
Target sequence (Q03431 whole entry, looked up): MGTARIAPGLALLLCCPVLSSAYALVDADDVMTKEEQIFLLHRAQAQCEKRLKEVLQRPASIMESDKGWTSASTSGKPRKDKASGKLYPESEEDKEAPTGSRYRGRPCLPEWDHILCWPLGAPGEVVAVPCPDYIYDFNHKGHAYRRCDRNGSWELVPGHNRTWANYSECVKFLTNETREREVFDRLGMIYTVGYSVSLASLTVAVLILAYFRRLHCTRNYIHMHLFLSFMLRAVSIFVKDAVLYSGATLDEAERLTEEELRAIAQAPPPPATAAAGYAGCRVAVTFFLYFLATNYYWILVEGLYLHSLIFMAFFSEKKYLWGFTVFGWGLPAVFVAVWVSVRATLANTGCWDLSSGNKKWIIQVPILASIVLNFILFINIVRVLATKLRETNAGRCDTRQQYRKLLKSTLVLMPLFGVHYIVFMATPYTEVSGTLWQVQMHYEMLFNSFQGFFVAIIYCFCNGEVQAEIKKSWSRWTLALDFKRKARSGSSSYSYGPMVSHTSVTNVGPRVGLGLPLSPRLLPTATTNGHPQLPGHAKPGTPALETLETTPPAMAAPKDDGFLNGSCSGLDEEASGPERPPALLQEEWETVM
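HEK-293-derived GP2 cells expressing PTHR1 and a GloSensor cAMP reporter, 3,000/well, plated overnight, given luciferin plus IBMX (each 0.5 mM as added) for 1 h at 37 °C, then compound for 1 h at 37 °C. Luminescence was read after 15 min at room temperature.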
Akt phos inh – inhibitors of Akt phosphorylation; AID 651550; 0.32% of 360,000 active; Neuro2A IGF-stimulated pAkt S473 HTRF, 20 min; stronger effect = lower value; activity change, % for hits at 50 µM; in the data active = activity change below about -80%; inconclusive = mostly about -51% to -80%; note: % is set by controls: 0 for no effect and ±100 for the full control effect
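Neuro2A cells in DMEM with 0.5% FBS, overnight at 37 deg C, given compound at single 50 µM final, then IGF (6 nM final) for 20 min at 37 deg C. Lysed; phospho-Akt Ser473 by HTRF after 24 h, 665/615 ratio.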
Active calls of the source: *; i = inactive; ? = inconclusive; . = not tested or not shown; & = joins results of further samples; [ ] = another dose, or the depositor's remark. Unless noted, calls come from the whole dose curve; as a rule, active = well fitted curve in the direction sought with a large enough effect; inconclusive = small, poorly fitted or top-dose-only effect, or another doubt; inactive = no such curve, though single readings can be large; an effect the other way counts as inactive or inconclusive. Not all compounds are listed; the hit share may differ from the screen's.

SMILES	HEK293 tox	Abeta rescue	GLP-1R inv ag	MmCpn inh	FUS suppressor	TDP-43 yeast inh	aSyn rescue	PTHR1 agonist	Akt phos inh
CCN1C(=O)[C@H]2[C@@H](c3ccc(-c4cccc(Cl)c4)cc3)N[C@@](Cc3ccccc3)(C(=O)OC)[C@H]2C1=O	6%	0%	7.9µM*	-7%	14µM*	3%	16%	i	i
COc1ccc(-c2ccc3c(N)c(C(=O)Nc4ccc(C(F)(F)F)cc4)sc3n2)cc1OC	267%[activator]	-24%	1%	.	11%	0%	.	i	.
Cn1c(Cn2nnc3ccccc32)nnc1SCC(=O)Nc1ccc2c(c1)OCO2	-23%	4%	2%	0%	13%	-10%	0%	-14%[57.5 µM]	i
Cc1ccc(Cl)cc1NC(=O)c1ccccn1	0%	-29%	-27%	3%	7%	1%	1%	-12%	i
CCOc1ccc(NC(=O)c2sc(NC(C)=O)c(C(=O)OC)c2C)cc1	8%	-18%	23%	-3%	-1%	9%	1%	i	i
CC(C)(C)c1ccc(CC(=O)N2CCC2(C)C(=O)NS(=O)(=O)c2ccc(Cl)s2)cc1 (configuration not stated)	1%	-3%	?	.	2%	15%	8%	-14%	i
CC(=O)c1ccc(NC(=O)CSc2nc(N3CCOCC3)nc(N3CCOCC3)n2)cc1	-4%	11%	17%	-2%	3%	-6%	-6%	-16%	i
CN1C(=O)CSc2ccc(NC(=O)N3CCc4ccccc43)cc21	?	2%	?	-2%	1%	10%	-7%	-26%[57.5 µM]	i
COCCN1C=C2C(=O)C(C)(OC(=O)C3CCCC3)C(=O)C(c3ccccc3)=C2C=C1CCCC(=O)OC (configuration not stated)	0%	-11%	9%	2%	15%	1%	-4%	i	i
Cn1c(=O)c2c(ncn2CC(=O)N/N=C/c2cn[nH]c2-c2ccc(F)cc2)n(C)c1=O	11%[7.66 µM]	-1%	-13%[7.66 µM]	1%	45%	-1%	-11%	i	i
Cc1nc(SCC(=O)N2CCCc3ccccc32)c2oc3ccccc3c2n1	3%	1%	6%	1%	17%	-4%	0%	-10%[57.5 µM]	i
O=C(CN1CCN(c2ccccn2)CC1)N1CCc2ccccc21	2%	-18%	-15%	0%	8%	13%	?	i	i
CCC(c1nnc(SCC(=O)N(C)c2ccccc2)n1Cc1ccccc1)N(C)C (configuration not stated)	-10%	8%	5%	.	14%	-7%	-5%	i	i
COc1ccc(-n2c(O)c(/C=N/n3cnnc3)c3ccccc3c2=O)cc1	274%[activator]	1%	9%	-4%	8%	-2%	7%	8%[57.5 µM]	i
O=C(O)CC1C(=O)NCCN1CCCc1ccccc1 (configuration not stated)	3%	-10%	8%	-1%	-5%	19%	0%	i	i
Oc1cc(NCc2ccc(Cl)cc2)cc2cccnc12	.	-6%	.	4%&2%	5%	.	.	i	.
CN(C)C1(CNCC(O)c2ccccc2)CCCCC1 (configuration not stated)	2%	-5%	2%	-1%	-12%	12%	-1%	-23%	i
CCNC(=O)C1(C)CCCN(Cc2ccccc2-c2ccccc2)C1 (configuration not stated)	7%	-6%	-15%	.	-24%	7%	0%	-16%	i
COc1ccccc1OCC(=O)Nc1ccc(S(=O)(=O)N2CCCC2)cc1	-5%	-10%	-12%	1%	-15%	5%	10%	-17%	i
O=S(=O)(/C=C/c1ccccc1)NC1CCCCCC1	5%	-57%[inhibitor]	?	-1%	0%	?	12%	i	i
CN1CCN(C2CC(=O)N(c3ccc4c(c3)OCCO4)C2=O)CC1 (configuration not stated)	-1%	-4%	-5%	4%	5%	6%	15%	i	i
CCOC(=O)C1CCN(S(=O)(=O)c2cc(-c3onc(C)c3C)ccc2OC)CC1	-13%	8%	-8%	.	?	25µM*	.	-88%[inhibitor]	.
CN(Cc1ccccc1)C(=O)c1[nH]cnc1C(=O)NCc1ccccc1	9%	6%	17%	1%	-12%	13%	2%	i	i
Cc1c(C(=O)N/N=C/c2ccccc2)sc(=S)n1C	-13%	-13%	-12%	0%	?	-8%	-2%	-2%[57.5 µM]	i
Cc1ccc(Sc2c(C(=O)Nc3ccc(F)cc3F)c(C(F)(F)F)nn2C)cc1	-11%	14%	-14%	1%	9%	-2%	-5%	7%[57.5 µM]	i
C/C(=N/Nc1ccc(F)cc1)c1ccc(Cl)s1	8%	1%	-2%	-1%	12%	22%	2%	i	i
CCc1nnc2c(N3CCN(c4cccc(C)c4)C(C)C3)nc3ccccc3n12 (configuration not stated)	4%	-22%	2%	.	-3%	-3%	.	-1%	.
Cc1cc(NC(=O)CS(=O)(=O)c2cn(Cc3cccc(F)c3)c3ccccc23)no1	0%	11%	-24%	1%	10%	21%	6%	-18%	i
Cc1ccc(CS(=O)(=O)CCC(=O)NCCCN2CCCC2=O)cc1	2%	11%	13%	2%	-5%	-13%	0%	i	i
CCOC(=O)c1ccc(-n2c(CN3CCOCC3)nc3ccc([N+](=O)[O-])cc3c2=O)cc1	5%	8%	22%	2%	8%	1%	-5%	i	i
Cc1ccc(S(=O)(=O)NC(=O)C2(C)CCN2C(=O)Cc2ccc(Cl)cc2Cl)nc1 (configuration not stated)	-3%	-1%	-9%	.	-2%	5%	1%	-15%	i
Cc1ccc(-c2cc(C(=O)N3CCc4ccccc4C3)no2)cc1	4%	?	?	4%	17%	15%	-1%	i	i
COc1cn(-c2ccccc2)nc1C(=O)Nc1ccc(C)cc1Cl	-2%	-3%	?	0%	-5%	0%	-7%	-9%	i
Cc1ccc(/C=C2/SC(=S)N(CCCC(=O)Nc3cc([N+](=O)[O-])ccc3O)C2=O)cc1	-7%	-11%	20%	0%	-17%	0%	-1%	-32%[inhibitor]	i
O=C(CC1C(=O)NCCN1Cc1cccc(Oc2ccccc2)c1)NCCn1cccn1 (configuration not stated)	0%	14%	5%	1%	-1%	?	0%	i	i
CCCCc1ccc(NC(=O)C2CCCO2)cc1 (configuration not stated)	-24%	?	-21%	-17%	8%	11%	5%	-16%[57.5 µM]	i
COc1cccc(-c2nnn(CC(=O)Nc3cc(OC)c(NC(=O)c4ccco4)cc3OC)n2)c1	?	16%	-13%	0%	32%	-1%	-2%	i	i
COC(=O)N/N=C1\CCCc2c(C)cc(C)cc21	0%	3%	26%	2%	12%	-14%[1.82 µM]	-1%	i	i
CCc1ccccc1N(CC(=O)Nc1cccc(N(C)S(C)(=O)=O)c1)S(C)(=O)=O	7%	8%	-22%	1%	6%	-8%	-1%	-13%[57.5 µM]	i
COc1ccc(C(=O)N(CCc2ccccc2)Cc2ccccc2)c(OC)n1	7%	-2%	5.6µM*	1%	43%	?	25%	i	i
C[C@@H](C(=O)Nc1ccc2ccccc2c1)[C@H]1C[C@]1(C)[C@H](NC(=O)c1cnccn1)c1ccccc1	-5%	-7%	?	1%	34%	?	-10%	-14%	i
C/C(=N/n1cnnc1)c1cccnc1	15%	10%	-7%	-2%	16%	3%	1%	16µM*	i
CC(Oc1ccc(Cl)cc1Cl)C(=O)NC1=NN(c2ccccc2)C(=O)C1 (configuration not stated)	-25%	30%	?	-3%	17%	-1%	-63%[inhibitor]	-11%	i
CCCCCCN1CCN(C2CN(Cc3cn(Cc4cccc(Cl)c4)nn3)S(=O)(=O)C2)CC1 (configuration not stated)	8%	-16%	4%	.	-1%	-9%	16%	-32%[inhibitor]	i
COc1cc(NC(=O)CN2C(=O)NC(C)(CCC(C)C)C2=O)cc(OC)c1 (configuration not stated)	19%	-7%	?	0%	13%	-9%	-4%	i	i
CC(C)NC(=O)c1c(O)c2cccc3c2n(c1=O)CCC3	2%	13%	-24%	-2%	-21%	11%	0%	-3%	i
O=C(COC(=O)CCSc1ccccc1)Nc1ccccc1	1%	-1%	5%	-2%	-25%	8%	-2%	-24%	i
Cc1ccc(N(CC(=O)NCc2ccccc2)C(=O)CCC(=O)Nc2ccccn2)cc1C	2%	2%	-20%	-1%	15%	-6%	1%	-4%	i
COc1ccc(COc2ccccc2C(=O)Nc2ccccn2)cc1[N+](=O)[O-]	7%	-1%	6%	-3%	19%	4%	3%	i	i
CS(=O)(=O)c1ccc(Cl)c(NC(=O)CCCc2nc3ccccc3c(=O)[nH]2)c1	-3%	14%	19%	4%	13%	10%	0%	-23%	i

Remaining list, next part.
SMILES	HEK293 tox	Abeta rescue	GLP-1R inv ag	MmCpn inh	FUS suppressor	TDP-43 yeast inh	aSyn rescue	PTHR1 agonist	Akt phos inh
O=C1CC2(CCCC2)Oc2ccc(Cl)cc21	6%	5%	13%	.	-33%	19%	1%	-20%	i
O=C(NC1CCCCC1)Sc1ccc(Cl)cc1	-18%	-18%	-2%	-1%	-13%	-10%	-26%	-11%[57.5 µM]	i
O=C(OCC(=O)N1CCN(S(=O)(=O)c2ccc(Cl)cc2)CC1)c1cc(Br)ccc1O	3%	-6%	11%	?	4%	-13%	-2%	-10%	i
COc1cc(NC(=S)N2CCN(c3ccccn3)CC2)cc(OC)c1	15%	6%	-5%	-3%	-3%	9%	-5%	-53%[inhibitor]	i

Reformatted field by field: part of the list above
O=C(OCC(=O)N1CCN(S(=O)(=O)c2ccc(Cl)cc2)CC1)c1cc(Br)ccc1O
  HEK293 tox = 3%; Abeta rescue = -6%; GLP-1R inv ag = 11%; MmCpn inh = ?; FUS suppressor = 4%; TDP-43 yeast inh = -13%; aSyn rescue = -2%; PTHR1 agonist = -10%; Akt phos inh = i
COc1cc(NC(=S)N2CCN(c3ccccn3)CC2)cc(OC)c1
  HEK293 tox = 15%; Abeta rescue = 6%; GLP-1R inv ag = -5%; MmCpn inh = -3%; FUS suppressor = -3%; TDP-43 yeast inh = 9%; aSyn rescue = -5%; PTHR1 agonist = -53%[inhibitor]; Akt phos inh = i
